XiGFP reactiv: reactivates the inactive X chromosome in mouse fibroblasts; hit rate 0.055% among 360,000; XiGFP mouse fibroblasts, % GFP-positive cells imaging, 3 d; cells co-treated with 5-aza-dC sensitizer; scaled so ellipticine positive control = 100%; activation, % at 7.58 µM; AID 743238;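 active = mean normalized replicate activation at least 10% and every replicate at or above 10%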;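 note: 0% = median of on-plate neutral control wells and 100% = ellipticine 6 µM median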
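material = 68-5-11 XiGFP fibroblast line | medium = DMEM plus 5-aza-dC sensitizer | schedule = 3 days compound exposure | benchmarks = positive control ellipticine, 6 µM final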
ERAP1 HTS inh: blocks human ERAP1 aminopeptidase activity | Q9NZ08 | recombinant ERAP1, Leu-AMC fluorescence, 60 min | inhibition, % at 10.7 µM | hit rate 0.15% among 340,000 | AID 652197;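 active = mean replicate inhibition of at least 30%, or all replicates individually reaching that 30% level; inactive = mean below 30% and not every replicate reaching it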;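 note: 0% = neutral control wells and 100% = L-leucinethiol positive control wells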
esBAF inh: blocks esBAF chromatin remodeling in mouse ES cells | Bmi1-luciferase knock-in reporter, 24 h; 100% = twice the neutral-well signal | reporter increase, % at 12.5 µM | hit rate 2% among 350,000 | AID 602393; in the data active = activation above about 40%;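 note: 0% = median of the plate's neutral control wells and 100% = double that signal; a rise in the Bmi1 reporter signal indicates esBAF inhibition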
ERp5 block: blocks human ERp5 reductase activity on insulin | Q15084 | ERp5 insulin aggregation, absorbance 650 nm, 90 min | inhibition, % at 9.99 µM | hit rate 0.05% among 350,000;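 active = mean replicate inhibition above about 25%, with every replicate also reaching it, limit read from the data, passing the limit was not always enough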
RAD54 branch: inhibitors of human RAD54 branch migration | Q92698 | RAD54 Holliday junction branch migration, FAM/BHQ fluorescence | inhibition, % at 10.4 µM | hit rate 0.14% among 360,000 | AID 602329;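 active = mean normalized replicate activity at least 40 and at least half of replicates scoring 40 or more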;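 note: 0% = median of neutral control wells and 100% = median of positive control wells; inhibitors cause a drop in the FAM fluorescence signal; in these data hits start at about 50%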
Target sequence (Q92698 whole entry, looked up): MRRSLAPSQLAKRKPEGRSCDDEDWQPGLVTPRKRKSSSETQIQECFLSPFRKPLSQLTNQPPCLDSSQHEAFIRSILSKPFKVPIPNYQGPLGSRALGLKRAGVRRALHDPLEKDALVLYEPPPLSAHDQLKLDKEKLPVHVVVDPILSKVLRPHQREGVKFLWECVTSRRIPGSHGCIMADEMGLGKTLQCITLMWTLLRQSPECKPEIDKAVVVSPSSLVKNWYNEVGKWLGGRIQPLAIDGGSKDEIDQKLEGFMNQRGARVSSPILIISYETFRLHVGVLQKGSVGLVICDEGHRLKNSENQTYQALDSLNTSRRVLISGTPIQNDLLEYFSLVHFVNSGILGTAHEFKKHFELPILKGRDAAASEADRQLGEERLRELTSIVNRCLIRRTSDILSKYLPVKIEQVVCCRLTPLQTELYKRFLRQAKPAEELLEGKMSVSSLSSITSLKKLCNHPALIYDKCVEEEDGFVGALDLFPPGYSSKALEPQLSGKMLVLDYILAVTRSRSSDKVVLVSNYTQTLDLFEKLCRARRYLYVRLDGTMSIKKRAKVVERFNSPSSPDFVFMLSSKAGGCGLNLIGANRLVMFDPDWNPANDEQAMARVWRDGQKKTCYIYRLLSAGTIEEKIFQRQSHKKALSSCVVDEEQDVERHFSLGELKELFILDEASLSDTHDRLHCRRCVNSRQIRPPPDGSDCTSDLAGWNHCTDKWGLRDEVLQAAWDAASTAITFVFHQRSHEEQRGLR
RAD52 inh: blocks human RAD52 DNA annealing. P43351. recombinant RAD52 DNA annealing, FRET fluorescence. inhibition, % at 18.7 µM. hit rate 0.46% among 360,000. AID 651710;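 active = every replicate showing at least 50% inhibition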
E-selectin induc: induces E-selectin expression in human endothelial cells; P16581; HUVEC E-selectin immunofluorescence imaging; normalized: neutral wells 0, TNF-alpha wells 100; AID 686992; hit rate 0.37% among 260,000; activation, % at 7.58 µM;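 active = mean E-selectin-positive cell signal at least 10% of the positive control, reached in at least 60% of replicates, without over 20% cell loss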;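 note: in these data hits start at about 27%; measured in HUVEC primary endothelial cells; signal is the percent of cells scored E-selectin positive by PE staining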
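Read-out basis: % PE-positive cells; Test system: HUVEC primary endothelial cells; Technique: immunofluorescence imaging; Dosing: single-point compound dose.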
S100A4 inh HTS: blocks human S100A4 binding to myosin IIA peptide; S100A4/TAMRA-MyoIIA peptide fluorescence polarization; hit rate 0.14% among 360,000; AID 652163; P26447; inhibition, % at 10.7 µM;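 active = mean inhibition of at least 70% across replicates, with every replicate also reaching that level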
Target sequence (P26447 whole entry, looked up): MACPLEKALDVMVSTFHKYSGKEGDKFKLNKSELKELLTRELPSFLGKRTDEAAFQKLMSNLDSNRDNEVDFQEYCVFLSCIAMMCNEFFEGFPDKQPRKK
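System – human S100A4 monomer protein, biochemical binding assay · Buffer or medium – Calcium-containing HEPES buffer, pH 7.2 · Timing – 5 min between mix addition and reading · Also added – TAMRA-labelled myosin IIA heavy-chain peptide probe, 5 nM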
* marks the source's active call; other numbers are inactive results. No enrichment for hits. About 2.5% of those tested had a hit in this group.

Results for COc1ccc(NC(=O)N(C)C[C@@H]2Oc3ccc(NS(=O)(=O)c4ccc(F)cc4)cc3C(=O)N([C@H](C)CO)C[C@@H]2C)cc1 ?
XiGFP reactiv: 0.0; esBAF inh: -4; ERp5 block: 2; RAD54 branch: 1; RAD52 inh: -1; E-selectin induc: 0.0; S100A4 inh HTS: 11

Results for CN(C)C(=O)CCc1ccc2c3c([nH]c2c1)[C@]1(CCC2CCCC2)[C@@H](C(=O)N2CCOCC2)C[C@H](CC(=O)NCc2cccc(C(F)(F)F)c2)C(=O)N1CC3 ?
XiGFP reactiv: 0.3; ERAP1 HTS inh: 7; esBAF inh: 21; ERp5 block: 4; RAD54 branch: -4; RAD52 inh: -15; E-selectin induc: -1.0; S100A4 inh HTS: 13

How did COc1ccc(-c2c(-c3cccc(C)c3)oc3ccc(-c4ccc5c(c4)OCO5)cc23)cn1 do in these assays?
XiGFP reactiv: 0.2; esBAF inh: -13; RAD54 branch: 6; E-selectin induc: 0.0

Results for Cc1cc(NC(=O)CCC(=O)N(CC(=O)NC2CCCC2)Cc2ccc3c(c2)OCO3)no1 ?
XiGFP reactiv: 0.1; ERAP1 HTS inh: 2; esBAF inh: -3; ERp5 block: 1; RAD52 inh: -25; S100A4 inh HTS: -3

Results for CCC(C)Sc1nnc(CSc2nc(C)cc(C)n2)n1C (centres undefined) ?
XiGFP reactiv: 0.2; ERAP1 HTS inh: 2; ERp5 block: 2; RAD52 inh: -16; E-selectin induc: -0.1; S100A4 inh HTS: -1

Results for CN(C)CC(=O)Nc1ccc2c(c1)[C@H]1C[C@@H](CC(=O)NCc3cccnc3)O[C@H](CO)[C@H]1O2 ?
XiGFP reactiv: 0.1; ERAP1 HTS inh: -3; esBAF inh: -4; ERp5 block: 5; RAD54 branch: 3; RAD52 inh: -6; E-selectin induc: 0.0; S100A4 inh HTS: -4

How did C/C=C/c1cnc2c(c1)C(=O)N([C@H](C)CO)C[C@@H](C)[C@H](CN(C)C(=O)Cc1ccccc1)O2 do in these assays?
XiGFP reactiv: 0.0; ERAP1 HTS inh: -1; esBAF inh: 7; ERp5 block: -9; RAD54 branch: 11; RAD52 inh: 7; E-selectin induc: 0.0; S100A4 inh HTS: 7

Results for O=C(C[C@@H]1C=C[C@H](NC(=O)c2ccccc2)[C@H](CO)O1)NCCc1ccncc1 ?
XiGFP reactiv: 0.0; ERAP1 HTS inh: -1; esBAF inh: -2; ERp5 block: 0; RAD54 branch: 2; RAD52 inh: 1; E-selectin induc: -0.2; S100A4 inh HTS: -4

Results for Cc1cccc(C(=O)N2CCN(S(=O)(=O)c3ccc4c(c3)OCCCO4)CC2)c1[N+](=O)[O-] ?
XiGFP reactiv: 0.6; ERAP1 HTS inh: -1; esBAF inh: 1; ERp5 block: 2; RAD54 branch: 10; RAD52 inh: 5; E-selectin induc: 0.3; S100A4 inh HTS: 4

How did O=C(NCCN1C(=O)S/C(=C/c2cccnc2)C1=O)c1cccs1 do in these assays?
XiGFP reactiv: 0.0; ERAP1 HTS inh: 1; esBAF inh: 4; ERp5 block: 1; RAD54 branch: 3; RAD52 inh: -17; S100A4 inh HTS: 0

Results for C[C@]12c3[nH]c4ccc(Cl)cc4c3CCN1C(=O)[C@@H](CC(=O)NCCC1=CCCCC1)C[C@@H]2C(=O)N1CCCCC1 ?
XiGFP reactiv: 0.0; ERAP1 HTS inh: -5; esBAF inh: -1; ERp5 block: 0; RAD54 branch: -5; RAD52 inh: -3; E-selectin induc: -0.2; S100A4 inh HTS: 0

How did CCOCCCNC(=O)C1(O)c2cc(Br)ccc2NC(=O)N1c1ccc(C)c(C)c1 (centres undefined) do in these assays?
XiGFP reactiv: 0.0; ERAP1 HTS inh: 0; esBAF inh: -6; ERp5 block: -1; RAD54 branch: 3; RAD52 inh: -6; E-selectin induc: 0.1; S100A4 inh HTS: 1

Pulled by structure from the entries so far:
Results for CCC(C)Sc1nnc(CSc2nc(C)cc(C)n2)n1C (centres undefined) ?
XiGFP reactiv: 0.2; ERAP1 HTS inh: 2; ERp5 block: 2; RAD52 inh: -16; E-selectin induc: -0.1; S100A4 inh HTS: -1

Results for O=C(C[C@@H]1C=C[C@H](NC(=O)c2ccccc2)[C@H](CO)O1)NCCc1ccncc1 ?
XiGFP reactiv: 0.0; ERAP1 HTS inh: -1; esBAF inh: -2; ERp5 block: 0; RAD54 branch: 2; RAD52 inh: 1; E-selectin induc: -0.2; S100A4 inh HTS: -4

Continuation.
Results for CCCOc1ccc(CNC(=O)CCC(=O)n2ncc3cc(C)ccc32)cc1 ?
XiGFP reactiv: 0.7; ERAP1 HTS inh: 3; esBAF inh: -15; ERp5 block: -9; RAD54 branch: -2; RAD52 inh: -4; E-selectin induc: -0.1; S100A4 inh HTS: -2

What do the screens show for `Cc1nn(-c2ccccc2)c(C)c1C(=O)NCCc1ccccc1`?
XiGFP reactiv: 0.3; ERAP1 HTS inh: 1; esBAF inh: 24; ERp5 block: 1; RAD54 branch: 6; RAD52 inh: -9; E-selectin induc: 0.4; S100A4 inh HTS: -6

What do the screens show for `CC(C)(C)[S@](=O)N1Cc2cc(C(=O)N3CCCCC3)nc(-c3cccc(-c4ccccc4F)c3)c2[C@@H]1CCO`?
XiGFP reactiv: 0.0; ERAP1 HTS inh: 0; esBAF inh: 2; ERp5 block: 0; RAD54 branch: -3; RAD52 inh: -23; E-selectin induc: 0.1; S100A4 inh HTS: -33

How did CCOc1ccc(N2C(=O)CC(Sc3nc(C)cc(C)n3)C2=O)cc1 (centres undefined) do in these assays?
ERAP1 HTS inh: -4; esBAF inh: -2; ERp5 block: 1; RAD54 branch: -3; RAD52 inh: 8; S100A4 inh HTS: -7

How did COc1ccc(CN(C)C(=O)c2ccc3ccccc3n2)cc1F do in these assays?
XiGFP reactiv: 0.1; ERAP1 HTS inh: -1; esBAF inh: 4; ERp5 block: -1; RAD54 branch: 11; RAD52 inh: -8; E-selectin induc: -0.3; S100A4 inh HTS: 12

How did CNC(=S)Nc1ccc(N2CCN(c3ccc(C(F)(F)F)cn3)CC2)nc1 do in these assays?
XiGFP reactiv: 0.0; ERp5 block: 4; RAD54 branch: 5; RAD52 inh: -5; S100A4 inh HTS: 0

What do the screens show for `CN(C(=O)c1cccc(NC(=O)Cc2cccc(NC(=O)C3CCCN(C(=O)C4CCCC4)C3)c2)c1)C1CCC1` (centres undefined)?
XiGFP reactiv: -0.2; ERAP1 HTS inh: 4; esBAF inh: -1; ERp5 block: 0; RAD54 branch: 1; RAD52 inh: 0; S100A4 inh HTS: -2

How did O=C(N[C@H]1CC[C@@H](CCNC(=O)C2CC2)O[C@H]1CO)c1ccncc1 do in these assays?
XiGFP reactiv: -0.3; ERAP1 HTS inh: 0; esBAF inh: 0; ERp5 block: 2; RAD54 branch: 6; RAD52 inh: -12; E-selectin induc: -0.1; S100A4 inh HTS: 1

How did CCOc1ccc(NC(=O)CSc2ccccc2N)cc1 do in these assays?
XiGFP reactiv: 0.2; ERAP1 HTS inh: 1; esBAF inh: 22; ERp5 block: -1; RAD54 branch: 2; RAD52 inh: -24; E-selectin induc: 14; S100A4 inh HTS: -8

What do the screens show for `O=C(N/N=C/c1ccc(OCC(=O)N2CCOCC2)cc1)c1ccccc1Cl`?
XiGFP reactiv: 0.0; ERAP1 HTS inh: -1; ERp5 block: -6; RAD52 inh: -12; S100A4 inh HTS: -8

Results for C[C@@H]1CN([C@H](C)CO)C(=O)c2cc(-c3ccccc3F)cnc2O[C@H]1CN(C)Cc1ccccc1 ?
XiGFP reactiv: -0.1; ERAP1 HTS inh: 0; esBAF inh: -5; ERp5 block: 8; RAD54 branch: 0; RAD52 inh: 2; E-selectin induc: -0.3; S100A4 inh HTS: 6

Results for NC(=O)c1snnc1-c1ccccc1 ?
XiGFP reactiv: 0.2; esBAF inh: -9; ERp5 block: -3; RAD54 branch: 16; RAD52 inh: -15; E-selectin induc: -0.4; S100A4 inh HTS: -12

How did CCCCCCCSc1nnc(-c2ccccc2N)c(=O)[nH]1 do in these assays?
XiGFP reactiv: 0.0; ERAP1 HTS inh: 4; esBAF inh: -5; ERp5 block: 2; RAD54 branch: 8; RAD52 inh: -81; S100A4 inh HTS: 0

Results for CC(OC(=O)c1cc2ccccc2o1)C(=O)Nc1ccc(N2CCOCC2)cc1 (centres undefined) ?
XiGFP reactiv: 0.0; ERAP1 HTS inh: 5; esBAF inh: 10; ERp5 block: -10; RAD54 branch: -4; RAD52 inh: -2; S100A4 inh HTS: -4

What do the screens show for `COc1ccc(OC2CCN(S(=O)(=O)c3cccc(F)c3)CC2)cc1`?
XiGFP reactiv: 0.2; ERAP1 HTS inh: -2; esBAF inh: -1; ERp5 block: 7; RAD54 branch: 3; RAD52 inh: -4; E-selectin induc: -0.3; S100A4 inh HTS: -4

How did O=C(NCC(=O)N1CC=C(c2ccccc2)CC1)c1ccc(F)cc1 do in these assays?
XiGFP reactiv: 0.1; ERAP1 HTS inh: 0; esBAF inh: 21; ERp5 block: 1; RAD52 inh: -8; E-selectin induc: -0.2; S100A4 inh HTS: -5

Results for COc1ccc(NCC(=O)Nc2ccc(Cl)cc2C)c(OC)c1 ?
ERAP1 HTS inh: 1; esBAF inh: 5; ERp5 block: -12; RAD54 branch: -5; RAD52 inh: -16; S100A4 inh HTS: -23

What do the screens show for `OCCCNC(=S)Nc1ccc2nccnc2c1`?
XiGFP reactiv: 0.3; ERAP1 HTS inh: 1; ERp5 block: 8; RAD52 inh: -11; S100A4 inh HTS: -3

What do the screens show for `O=C(c1[nH]c(C(F)(F)F)nc1-c1ccccc1)N1CCN(Cc2c(F)cccc2Cl)CC1`?
XiGFP reactiv: 0.0; ERAP1 HTS inh: 1; esBAF inh: -7; ERp5 block: 3; RAD54 branch: -7; RAD52 inh: -17; E-selectin induc: -1.3; S100A4 inh HTS: -1

Results for O=c1oc2ccccc2n1Cc1ccccc1F ?
XiGFP reactiv: 0.3; ERAP1 HTS inh: -2; esBAF inh: 0; ERp5 block: 1; RAD54 branch: 2; RAD52 inh: -23; E-selectin induc: 0.1; S100A4 inh HTS: -18

What do the screens show for `c1ccc2c(N3CCOCC3)c3c(nc2c1)CCC3`?
XiGFP reactiv: 0.0; ERAP1 HTS inh: 0; esBAF inh: -8; ERp5 block: -2; RAD54 branch: 1; RAD52 inh: -13; S100A4 inh HTS: -3

What do the screens show for `O=C(NCc1ccccc1F)[C@H]1[C@H](CO)[C@H]2Cn3c(cccc3=O)[C@H]2N1CC1CCCC1`?
XiGFP reactiv: 0.3; ERAP1 HTS inh: 2; esBAF inh: 0; ERp5 block: -4; RAD54 branch: 7; RAD52 inh: 2; E-selectin induc: 0.1; S100A4 inh HTS: 10

Results for CCCCNCCCOc1ccc(C)cc1Br ?
XiGFP reactiv: 0.3; ERAP1 HTS inh: -1; ERp5 block: -1; RAD52 inh: 1; S100A4 inh HTS: -4

Results for COc1ccc(S(=O)(=O)N2CCN(C(=O)CN3C(=O)NC4(CCCC4)C3=O)CC2)cc1 ?
XiGFP reactiv: 0.3; ERAP1 HTS inh: 2; esBAF inh: -10; ERp5 block: 4; RAD54 branch: 6; RAD52 inh: -13; E-selectin induc: -0.5; S100A4 inh HTS: 0

Results for COc1ccc2oc(N)nc2c1 ?
XiGFP reactiv: 0.1; ERAP1 HTS inh: 3; esBAF inh: -1; ERp5 block: 1; RAD54 branch: -6; RAD52 inh: -11; E-selectin induc: 0.3; S100A4 inh HTS: -5

What do the screens show for `COc1cccc(C(=O)Nc2ccc3c(c2)OC[C@@H](C)N(CC2CC2)C[C@H](C)[C@H](OC)CN(C)C3=O)c1`?
XiGFP reactiv: 0.2; ERAP1 HTS inh: 0; esBAF inh: -1; ERp5 block: -3; RAD54 branch: -1; RAD52 inh: 2; E-selectin induc: 0.0; S100A4 inh HTS: 9

Compound activity: PubChem BioAssay, Broad Institute
